# Bioassay records deposited in PubChem by several laboratories.
# aDG glyco up: increases alpha dystroglycan glycosylation. Pro5-aDG cells, alpha-DG glycosylation AlphaScreen (IIH6); 0% Pro5, 100% B10-LARGE cell signal. activation, % at 10 µM. 0.22% of 360,000 active;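 active means activation of at least 8% versus controls, or a plate z-score of at least 8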;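 further: Pro5 are CHO cells carrying HIG-tagged alpha-DG that lacks glycosylation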
# MC4R antag cAMP: human MC4R antagonism in cAMP assay | MC4R-expressing cells, MTII-stimulated cAMP, LANCE TR-FRET | inhibition, % at 6.5 µM | 0.48% of 360,000 active | AID 540295;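 active means inhibition above its plate's cutoff, the mean of tested wells on that plate plus 3 SD, cut at about 29% in these data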;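 further: 0% = Melanotan II alone and 100% = Melanotan II plus saturating MCL0020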
#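 Assay system: U2OS cells stably expressing human melanocortin 4 receptor (MC4R) / Dosing: 6.5 µM / Timing: compound 30 min, challenge 1 h, detection 1 h / Measured by: Eu-cAMP/anti-cAMP TR-FRET, emission 671 nm / Replicates: singlicate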
# ABHD5 PLIN5 PPI: inhibitors of human ABHD5-perilipin-5 interaction. Q00G26+Q8WTS1. Split G. princeps luciferase complementation, luminescence, 4 h. inhibition, % at 4 µM. 0.78% of 360,000 active. AID 602281;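 active means inhibition above the mean inhibition across every tested compound plus 3 SD, cut at about 22% in these data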;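 further: 0% = DMSO only wells and the 100% control is not disclosed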
# ABCB6 inh MLPCN: inhibitors of human ABC transporter ABCB6; K562-ABCB6 porphyrin accumulation, flow cytometry, 1 h; stronger effect = lower value; fluorescence ratio to DMSO, % at 10 µM; Q9NP58; 0.19% of 360,000 active;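 active means fluorescence ratio to DMSO below 75%, the collection mean minus 3 SD; inconclusive means too few cells collected in the well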;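 further: signal is porphyrin accumulated inside mitochondria; 100% equals median channel fluorescence of DMSO control wells; lower ratio means ABCB6 inhibition with less porphyrin fluorescence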
# Target sequence (Q9NP58 whole entry, looked up): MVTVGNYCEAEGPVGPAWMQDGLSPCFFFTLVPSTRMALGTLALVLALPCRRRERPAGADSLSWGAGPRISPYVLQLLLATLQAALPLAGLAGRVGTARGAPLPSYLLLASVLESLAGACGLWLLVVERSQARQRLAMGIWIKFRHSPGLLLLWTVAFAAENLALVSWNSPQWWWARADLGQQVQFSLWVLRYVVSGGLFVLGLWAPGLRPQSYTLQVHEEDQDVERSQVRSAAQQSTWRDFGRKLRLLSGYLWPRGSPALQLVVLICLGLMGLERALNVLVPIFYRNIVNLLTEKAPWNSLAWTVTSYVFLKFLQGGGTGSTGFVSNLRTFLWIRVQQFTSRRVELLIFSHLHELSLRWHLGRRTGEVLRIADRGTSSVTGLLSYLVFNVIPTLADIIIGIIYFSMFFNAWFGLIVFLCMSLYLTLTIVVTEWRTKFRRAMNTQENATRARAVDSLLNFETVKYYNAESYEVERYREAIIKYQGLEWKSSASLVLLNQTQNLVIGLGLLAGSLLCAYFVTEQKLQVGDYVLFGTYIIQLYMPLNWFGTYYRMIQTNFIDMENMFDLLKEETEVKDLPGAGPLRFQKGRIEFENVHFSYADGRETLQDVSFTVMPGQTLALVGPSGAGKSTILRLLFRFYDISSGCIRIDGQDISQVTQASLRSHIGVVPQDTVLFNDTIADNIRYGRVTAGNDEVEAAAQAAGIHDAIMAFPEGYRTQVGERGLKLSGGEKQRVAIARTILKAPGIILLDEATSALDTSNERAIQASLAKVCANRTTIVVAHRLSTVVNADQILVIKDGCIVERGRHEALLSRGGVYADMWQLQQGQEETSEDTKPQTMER
# HTR2A ag: agonists of mouse serotonin 5-HT2A receptor (HTR2A); P35363; CHO-K1 mHTR2A beta-arrestin complementation, luminescence; percent of 30 µM serotonin response; activation, % at 7.6 µM; 0.66% of 360,000 active;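 active means activation above a run cutoff, the mean activation of all tested compounds plus 3 SD, cut at about 14% in these data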;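 further: 0% = plate median of compound wells and 100% = 30 µM serotonin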
# iPSC survival up: enhancers of human iPSC single-cell survival | survival enhancement, % at 20 µM | AID 602274 | hiPSC single-cell survival, ATPlite luminescence; 100% = ROCK inhibitor wells, 0% = DMSO | 0.044% of 360,000 active; in the data active means survival enhancement above about 18%;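 further: cells exposed to compounds for 16 hours before the ATP read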
# Glyco luc inh: blocks N-linked glycosylation in D54 reporter cells; reporter increase, % at 12.5 µM; D54 ERlucT glycosylation luciferase reporter, 24 h; percent of 100 nM tunicamycin response; AID 588692; 0.23% of 360,000 active;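 active means mean luciferase reporter signal, scaled so untreated is 0 and the glycosylation-blocking control 100, at or above a set limit in every replicate; inconclusive means mean reaches the limit but not every replicate does; inactive means mean below the limit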;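 further: luciferase carries N-glycosylation sites so blocking glycosylation raises the light; 0% = median of neutral control wells and 100% = median of 100 nM tunicamycin wells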
# Exocytosis inh: blocks lytic granule exocytosis; 0.66% of 360,000 active; TALL-104 LAMP-1 surface exposure, flow cytometry; cells stimulated with thapsigargin and PMA; inhibition, % at 10 µM; AID 651702;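 active means inhibition above about 55%, limit read from the data; inconclusive means no clear call, values can overlap the other calls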
# MC4R ag barr: agonists of human melanocortin 4 receptor (MC4R) beta-arrestin; U2OS MC4R beta-arrestin complementation, luminescence; percent of melanotan II response, DMSO zero; activation, % at 8.9 µM; 0.98% of 360,000 active;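 active means activation above a per-plate cutoff, the mean activation of sample wells on that plate plus 3 SD, cut at about 8% in these data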
# Cardio protect: myocardial damage modulation in H9c2 cells; H9c2 cardiomyocytes, H2O2 injury protection, ATPLite, 2 h; protection from H2O2 cell death, % at 20 µM; 0.63% of 360,000 active;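 active means compounds giving at least 50% protection of heart cells from peroxide-induced death in the single-dose screen, raw or plate-pattern-corrected value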;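 further: 0% = DMSO wells with peroxide and 100% = DMSO wells without peroxide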
# The depositor's hits bear a star; ? = inconclusive; . = not tested or not shown.
# Preview (6 entries):
SMILES,aDG glyco up,MC4R antag cAMP,ABHD5 PLIN5 PPI,ABCB6 inh MLPCN,HTR2A ag,iPSC survival up,Glyco luc inh,Exocytosis inh,MC4R ag barr,Cardio protect
COc1ccc([C@H]2C[C@H](O)[C@@H](n3cc(-c4ccc(F)cc4)nn3)CN2Cc2cccs2)cc1,0.1,-7,-10,93,4,-2.4,12,7,0.2,-24
Cn1cc(C(=O)c2cccc(Cl)c2)cc1/C=N\O,-0.4,1,1,101,-4,-0.3,-1,-1,-0.6,-10
Cc1cc(C)nc(SCc2nnc(SCC(=O)N3CCCc4ccccc43)o2)n1,0.0,4,3,104,-2,-0.8,-3,-2,-0.1,6
CC(C)(C)NC(=O)C1N(c2cccnc2)C(=O)C2C(C(=O)Nc3ccccc3)C3(C)C=CC21O3 (stereo not drawn),-0.2,2,5,98,3,0.6,1,-2,-1.0,0
COc1ccccc1S(=O)(=O)Cc1ccc(C(=O)NCC(OC)OC)o1,0.3,9,4,86,4,1.3,1,-8,-1.8,11
O=[N+]([O-])c1cccc(COc2ccccc2CN2CCOCC2)c1,0.1,-3,1,98,0,1.9,0,-9,-0.8,4

# The listing, from the first entry:
SMILES,aDG glyco up,MC4R antag cAMP,ABHD5 PLIN5 PPI,ABCB6 inh MLPCN,HTR2A ag,iPSC survival up,Glyco luc inh,Exocytosis inh,MC4R ag barr,Cardio protect
COc1ccc([C@H]2C[C@H](O)[C@@H](n3cc(-c4ccc(F)cc4)nn3)CN2Cc2cccs2)cc1,0.1,-7,-10,93,4,-2.4,12,7,0.2,-24
Cn1cc(C(=O)c2cccc(Cl)c2)cc1/C=N\O,-0.4,1,1,101,-4,-0.3,-1,-1,-0.6,-10
Cc1cc(C)nc(SCc2nnc(SCC(=O)N3CCCc4ccccc43)o2)n1,0.0,4,3,104,-2,-0.8,-3,-2,-0.1,6
CC(C)(C)NC(=O)C1N(c2cccnc2)C(=O)C2C(C(=O)Nc3ccccc3)C3(C)C=CC21O3 (stereo not drawn),-0.2,2,5,98,3,0.6,1,-2,-1.0,0
COc1ccccc1S(=O)(=O)Cc1ccc(C(=O)NCC(OC)OC)o1,0.3,9,4,86,4,1.3,1,-8,-1.8,11
O=[N+]([O-])c1cccc(COc2ccccc2CN2CCOCC2)c1,0.1,-3,1,98,0,1.9,0,-9,-0.8,4
COC(=O)C1(C(=O)OC)c2ccccc2N(S(=O)(=O)c2ccc(C)cc2)C1CC(=O)c1ccccc1 (stereo not drawn),0.2,.,2,.,-3,.,.,-8,.,.
CC(=O)Oc1ccc(N2C(=O)c3cccc4c([N+](=O)[O-])ccc(c34)C2=O)cc1,-0.2,-2,-1,169,-2,6.0,3,25,-3.4,-14
CCN(CC)C(=O)C1CCCN(C(=O)Nc2ccccc2)C1 (stereo not drawn),-0.1,2,-1,93,0,-0.4,0,0,-0.5,-2
COc1ccc(C(=O)NCCc2ccc(S(N)(=O)=O)cc2)cc1OC,-0.2,-8,3,97,1,1.0,0,1,-0.4,3
CCCCCn1nc(C(=O)N2CCc3ccccc32)c2ccccc2c1=O,-0.4,11,10,93,-3,-0.4,-3,2,1.0,-5
Cc1cccc(OCc2nnc(SCC(=O)Nc3cccc(C(=O)N4CCOCC4)c3)n2C)c1C,0.2,21,4,99,3,-1.9,0,-3,0.0,2
CC(C)OCCCNCC(O)c1ccccc1 (stereo not drawn),0.2,2,6,101,2,0.3,3,-1,-1.8,3
O=c1c2c3c(sc2nc(NCCOCCO)n1Cc1ccco1)CCCCC3,-0.2,1,3,132,-3,0.0,1,-3,-0.6,0
O=Cc1ccc2cccnc2n1,1.0,9,-1,102,-1,-0.6,-1,1,0.0,8
O=C(NCCO)Nc1ccc2nsnc2c1,-0.1,3,-3,104,-1,-0.4,0,-4,-0.8,10
CC(C)(C)c1ccc(C(=O)NN2C(=O)CSC2=S)cc1,0.0,26,-11,95,0,-0.7,0,6,-2.6,-2
COC(=O)c1cccc(N(C(=O)CNC(=O)c2cccs2)C(C(=O)NCC2CCCO2)c2ccc(OC)c(OC)c2)c1 (stereo not drawn),0.0,10,-4,94,6,0.7,-1,-15,1.7,0
Cc1ccc(N(CC(=O)NCc2ccc3c(c2)OCO3)S(=O)(=O)c2c(C)noc2C)cc1,0.5,12,-1,96,5,-0.4,-2,4,-0.2,1
CC[C@H](C)[C@H](NC(=O)c1ccc(Cl)cc1)C(=O)OCC(=O)c1c(N)n(C)c(=O)n(C)c1=O,0.2,5,4,100,-5,-0.8,3,30,0.6,1
COc1cccc(C(=O)Nc2sc(C(C)C)cc2C(N)=O)c1OC,-0.1,30*,3,98,2,-0.4,6,-11,0.2,33
O=C(N/N=C/c1sc(N2CCOCC2)nc1-c1ccccc1)c1ccccc1O,-0.7,-7,8,91,1,0.0,9,0,-2.6,16
Cc1cc(N2CCN(C(=O)c3ccco3)CC2)n2nc(C)c(-c3ccccc3)c2n1,0.5,-2,-13,90,5,-1.4,-3,-1,-2.3,20
CCCC1=C(C(=O)OCC)C(c2cccs2)n2ncnc2N1 (stereo not drawn),0.2,20,7,93,-3,-0.3,-1,-6,-2.4,-4
Cc1cc(C)c(C(O)c2ncc(-c3cccc(F)c3)[nH]2)c(C)c1 (stereo not drawn),-0.2,9,-4,91,3,-1.4,1,-2,-0.2,0
O=C(Nc1ccc(F)c(F)c1)C1CCN(S(=O)(=O)c2cccc3nonc23)CC1,0.4,-1,-3,96,3,-0.4,-2,23,3.4,-3
O=C(Nc1nccs1)c1cn2ccccc2n1,-0.1,-3,-2,95,1,-0.6,-15,2,-0.1,-13
C=CCn1c(SCC(=O)c2[nH]c(C)c(C(=O)OCC)c2C)nc2scc(-c3ccc(OC)c(OC)c3)c2c1=O,-0.7,15,-3,100,6,0.9,?,0,3.1,5
O=C(O)[C@H]1CCCC[C@H]1C(=O)NCCNC(=O)[C@@H]1CCCC[C@@H]1C(=O)O,-0.1,5,-2,115,4,2.0,2,-1,-0.7,4
COc1ccc(NC(=O)COC(=O)CN2C(=O)c3ccccc3C2=O)cc1,0.2,15,0,100,-2,0.5,2,-12,-3.4,4
C=CCNc1ccccc1S(=O)(=O)NCc1ccccc1,0.2,-2,-7,105,4,-0.8,-1,-2,0.8,-16
CS(=O)(=O)c1ccc2nc(NC(=O)c3ccc(Cn4cc(Br)cn4)o3)sc2c1,0.1,2,2,101,5,-0.3,0,29,0.3,10
CCCN(CCC)C(=O)CP(=O)(c1ccccc1)c1ccccc1,0.1,4,-2,99,-2,-3.7,1,2,-3.0,3
S=C(NCc1ccco1)N1CCN(C/C=C/c2ccccc2)CC1,0.0,8,5,98,-6,0.1,12,-3,-2.3,-15
COCCNC(=O)Cn1cc(C(=O)c2cccs2)c2ccccc21,0.3,0,5,97,-4,4.8,1,4,-0.8,9
O=S(=O)(NC1C2CC3CC(C2)CC1C3)c1ccc(F)cc1 (stereo not drawn),0.4,7,5,98,-5,1.1,0,2,-0.9,-6
COc1ccccc1NC(=O)CSc1nnc(C2CCCCC2)n1N,-0.2,-2,1,96,-1,-0.4,6,0,-1.5,-6
Cc1ccc(OCCC(=O)NNC(=O)c2cc(C)oc2C)cc1,0.0,3,6,88,3,1.2,2,-2,-1.9,0
Cn1nc(C(F)(F)F)cc1C(=O)Nc1ccc(Cl)cc1,-0.1,-4,0,101,3,-0.1,1,-3,1.5,1
Oc1ccc(N=Nc2ccc3c(c2)OCCO3)c2cccnc12,-0.6,1,1,99,0,-0.5,-15,-3,-2.2,12
CN(C(=O)c1cccc(C(F)(F)F)c1)C1CCCc2ccccc21 (stereo not drawn),0.0,14,-7,96,-4,-0.5,-1,19,-0.6,-2
CC(=O)Nc1ccc(S(=O)(=O)Nc2nccc(/C=C/c3ccc(Cl)cc3)n2)cc1,-0.1,-3,2,92,1,-2.2,0,4,-0.4,1
O=C(N/N=C/c1ccc(-c2cccc([N+](=O)[O-])c2)o1)c1ccc([N+](=O)[O-])cc1,0.6,-1,-2,95,3,0.1,-2,1,-1.4,72*
O=S(=O)(CCc1ccncc1)Cc1ccc2c3c(cccc13)CC2,0.1,1,1,99,0,0.9,-2,-1,-0.3,0
COc1ccc(C2=NS(=O)(=O)N(C)C(C(=O)Nc3cc(C)ccc3O)=C2)cc1OC,0.0,7,5,103,0,1.2,-1,0,-2.4,-12
CCOC(=O)NC(=O)COC(=O)CCCc1nc2ccccc2s1,0.1,-2,0,100,1,-0.5,0,0,2.1,2
Nc1cc2c(cc1C(=O)c1cccc(Br)c1)OCCO2,-0.3,8,4,123,-3,0.0,2,0,-0.4,-7
O=C(CC1Nc2cccc3cccc(c23)NC1=O)Nc1ccccc1 (stereo not drawn),-0.1,-1,0,103,-3,-0.2,6,-4,0.2,17
CCOC(=O)c1nn(-c2cccc(OC)c2)c2nc(Nc3ccccc3)cc(=O)n12,-0.1,6,-5,102,7,5.7,3,45,2.2,52*
COc1cccc(Nc2ncnc3nc[nH]c23)c1,0.0,7,-2,102,-4,0.8,-2,-3,-0.6,-2
CC(CCc1ccccn1)C(=O)c1ccccc1 (stereo not drawn),0.1,6,2,99,-3,-1.9,0,12,-0.8,4
O=C(Cc1c(Cl)cccc1Cl)Nc1cccnc1,-0.4,9,-6,102,3,0.2,-1,0,-2.5,5

# Compounds as they come (roughly 4.5% active in at least one column).
